HIV fusion peptide = inhibitors of HIV fusion peptide binding, primary screen, biochemical, uHTS, fluorescence dequenching (AID 1986) | cell-free peptide binding, fluorescence dequenching, 30 min; higher % means a stronger effect | one-dose inhibition, % at 20 µM; IC50 in µM for titrated hits | 0.3% of 290,000 active; in the data active = inhibition mostly above about 52%, no sharp cut-off; inactive = mostly below about 76%; also: some results filed as inactive read as strong as hits
GPR55 antagonists = inhibition of LPI-stimulated GPR55 beta-arrestin translocation – imaging, U2OS, beta-arrestin-GFP, LPI agonist, primary screen (AID 2013) | inhibition, % at 10 µM, or IC50 in µM where a hit was titrated | U2OS GPR55 beta-arrestin-GFP translocation imaging, LPI antagonism; higher % means a stronger effect | 0.13% of 290,000 active;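 active = spots per cell inhibited over 60%, with over 100 cells counted and total cytoplasm intensity under 500,000; inconclusive = wells with under 100 cells, flagged as likely toxic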;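 also: U2OS cells stably carrying GPR55 and arrestin-GFP stimulated by 5 µM LPI near EC80; imaged beta-arrestin-GFP aggregate spots per cell after agonist stimulation; plate controls were LPI-stimulated DMSO wells for no effect and DMSO wells without LPI for full effect; some results filed as inactive read as strong as hits; confirmed hits need IC50 under 10 µM and bright autofluorescent wells are also inconclusive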
KOR beta-arrestin-1 = kappa opioid receptor blockers – cell-based, luminescence, uHTS (AID 1778); KOR beta-arrestin recruitment, luminescence, antagonist mode; higher % means a stronger effect; one-dose inhibition, % at 10 µM; IC50 in µM for titrated hits; 0.091% of 290,000 active; also: strong numbers were not always called active
GPR55 activation = GPR55 agonists via beta-arrestin recruitment, primary screen, imaging, U2OS cells, beta-arrestin-GFP redistribution (AID 1961); U2OS GPR55 beta-arrestin-GFP redistribution imaging; higher % means a stronger effect; activation, % at 10 µM; hits with a dose series show EC50 in µM; 0.048% of 290,000 active;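 active = activation above 40% with more than 50 cells counted in the well; inconclusive = wells holding fewer than 50 cells, flagged as toxic or sparse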;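 also: U2OS osteosarcoma cells stably expressing GPR55 and beta-arrestin-GFP; plate controls were DMSO negative control for no effect and LPI positive control for full effect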
HEK293 NOD2/NF-kB = inhibition of NOD2-driven NF-kB reporter – cell-based, luminescence, uHTS, HEK293 (AID 1566). HEK293 NOD2/NF-kB luciferase reporter, luminescence; higher % means a stronger effect. inhibition, % at 4 µM; hits with a dose series show EC50 in µM. 0.63% of 290,000 active; also: many of its hits are not listed in these tables
NOD1 inhibition = inhibition of NOD1-driven NF-kB reporter – cell-based, luminescence, uHTS, primary screen (AID 1578); NOD1-driven NF-kB luciferase reporter cells, luminescence; higher % means a stronger effect; inhibition, % at 4 µM; hits with a dose series show EC50 in µM; 1% of 290,000 active; in the data active = inhibition mostly above about 36%, no sharp cut-off; inactive = mostly below about 34%;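 also: HEK-293T reporter cells stimulated with the NOD1 agonist gamma-tri-DAP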
KOR beta-arrestin-2 = KOR agonists, beta-arrestin recruitment, primary screen, cell-based, luminescence, uHTS (AID 1777). activation, % at 10 µM; hits with a dose series show EC50 in µM. 0.02% of 280,000 active. KOR beta-arrestin recruitment, luminescence; higher % means a stronger effect; in the data active = activation above about 50%, passing the limit was not always enough; also: a part of the inactive calls stands beside numbers as strong as those of hits
GPR35 antagonists = inhibition of zaprinast-stimulated GPR35 beta-arrestin translocation – imaging, U2OS, beta-arrestin-GFP, zaprinast agonist, primary screen (AID 2058) | U2OS GPR35 beta-arrestin-GFP translocation imaging, zaprinast antagonism; higher % means a stronger effect | inhibition, % at 10 µM, or IC50 in µM where a hit was titrated | 0.052% of 290,000 active;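 active = inhibition of at least 50% with at least 30 cells and total cytoplasm GFP at most 10,000,000; inconclusive = under 30 cells or total GFP of 10,000,000 plus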
Myeloid diff 2 = myeloid differentiation induction | ER-HoxA9 myeloid progenitors, lysozyme-GFP differentiation, flow cytometry | calls only at 10 µM | 1% of 360,000 active | AID 624256;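 active = normalized GFP-positive differentiation at or above the plate's own cutoff, the solvent-only control mean plus 3 SD; inconclusive = no clear call, values can overlap the other calls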;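 also: cells exposed to compound for four days before flow analysis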
Myeloid diff 2 GFP+ MAC1+ % = also measured in Myeloid diff 2; calls as there; GFP+ MAC1+ double positive, %; measured here: differentiation confirmed by MAC1 staining
* marks the source's active call; other numbers are inactive results; i = inactive; ? = inconclusive; . = no result given; [ ] = dose if it differs, or a comment. Rule as the data show it, unless noted: active = inhibition above about 50%; inactive = the rest. Not all compounds are listed; count on the stated rates, not on these rows.

SMILES | HIV fusion peptide | GPR55 antagonists | KOR beta-arrestin-1 | GPR55 activation | HEK293 NOD2/NF-kB | NOD1 inhibition | KOR beta-arrestin-2 | GPR35 antagonists | Myeloid diff 2 | Myeloid diff 2 GFP+ MAC1+ %
COc1ccc(C(=O)c2cc([N+](=O)[O-])ccc2N2CCN(C)CC2)cc1 | -0.3% | -11% | -52% | -0.2% | -28% | -27% | -1.8% | 0% | ? | .
O=C(Nc1nncs1)C12CC3CC(CC(C3)C1)C2 | -1.7% | 7% | 1% | -0.1% | 29% | 7% | -3.9% | -14% | i | 0.2
O=C(CC1SC(N2CCOCC2)=NC1=O)Nc1cc([N+](=O)[O-])ccc1Cl (stereo unspecified) | 0.8% | 5% | 15% | 0.4% | 6% | -40% | -1.5% | 10% | i | 0.8
O=C(Oc1ccc2[nH]cc(CCN3C(=O)c4ccccc4C3=O)c2c1)c1ccco1 | 0.4% | 3% | -53% | -0.3% | -4% | -22% | -6.1% | 12% | i | 2.7
COc1ccccc1C(=O)NCC(=O)OCc1csc(-c2ccccc2)n1 | 0.4% | 1% | 26% | -0.2% | 5% | -29% | -0.8% | 15% | i | 0.0
Nc1cccc(-c2cc3ccccc3oc2=O)c1 | -1.5% | -19% | -2%[20 µM] | 0.0% | 18% | -30% | -4.1% | 6% | i | 0.3
CC(N=Cc1ccccc1O)c1ccccc1 (stereo unspecified) | -1.7% | 3% | -31% | -0.2% | 10% | -9% | 1.7% | -3% | i | 6.5
O=C(O)CCNC(=O)/C(=C\C=C\c1ccccc1)NC(=O)c1ccccc1 | 1.1% | -11% | -19% | -0.1% | 9% | 8% | 4.5% | -4% | i | 1.2
COc1ccc(N2C(=O)C3C4C=CC(C4)C3C2=O)c(OC)c1 (stereo unspecified) | 0.3% | 25% | -21% | 0.6% | -9% | . | 5.2% | 3% | i | 1.6
O=C1C2CCCN2C(=O)N1CCCCN1CCN(CCO)CC1 (stereo unspecified) | -1.7% | 13% | -16% | 0.3% | 14% | -6% | -3.4% | -7% | i | 0.8
COc1ccc(C(=O)COC(=O)C(CCCCN2C(=O)C3C4C=CC(C4)C3C2=O)N2C(=O)C3C4C=CC(C4)C3C2=O)cc1 (stereo unspecified) | -0.5% | 8% | -26% | -0.1% | 8% | -18% | -2.8% | 13% | . | .
Cc1c(Cc2ccccc2)c(=O)oc2cc(OCC(=O)N[C@@H](Cc3ccccc3)C(=O)O)ccc12 | 14% | 18% | -30%[20 µM] | 0.5% | 8% | -40% | -3.9% | 10% | i | 2.1
CCN(CC)C(=O)CC(c1ccc2c(c1)OCO2)c1c(OC)cc(OC)c2c(-c3ccccc3)cc(=O)oc12 (stereo unspecified) | -0.7% | 14% | 12% | 2.7µM* | 16% | 10% | 0.1% | 0% | i | 2.2
O=C(Nc1ccc(Br)cc1Br)c1cccc2c1C(=O)N(C1CCCCC1)C2 | -0.6% | 25% | 19% | -0.2% | 15% | -12% | -0.8% | 11% | i | 2.7
O=C(NCCO)C1CCN(C(=O)c2ccc(-c3ccccc3)cc2)CC1 | -2.0% | 8% | -6%[20 µM] | -0.1% | 8% | -25% | . | 23% | i | 0.9
CSc1nc2nc3c(cc2c(=O)n1-c1ccccc1C)COC(C)(C)C3 | -0.9% | -8% | 12% | 0.4% | 14% | -1% | -3.6% | -10% | i | 0.5
Cn1c(=O)c2c(-c3ccccc3)n(C3CCCCC3)cc2n(C)c1=O | -2.7% | 11% | -14% | -0.1% | 2% | 14% | 3.2% | 0% | i | 5.2
CCC(=O)c1cn(CC(=O)Nc2cccc(C)c2)c2ccccc12 | -0.2% | 2% | -16%[20 µM] | -0.2% | -22% | -25% | . | 17% | i | 0.4
CCOc1ccc(S(=O)(=O)N2CCN(C(=O)c3cc4c(s3)CCCC4)CC2)cc1 | -0.5% | 1% | 4% | 0.1% | 6% | 9% | 3.6% | 3% | i | 1.8
Clc1ccc2c(c1)C(C1=NCCN1)c1ccccc1CS2 (stereo unspecified) | -1.9% | 11% | -12% | 0.3% | 4% | -17% | -0.5% | -3% | ? | .
Cc1ccc(S(=O)(=O)NC(C)(C)CN2CCc3ccccc3C2)cc1 | 1.1% | -8% | 8% | -0.2% | 9% | -12% | 7.0% | -6% | i | 1.1
Cc1cc(NC(=O)CCCC(=O)N(CC(=O)NCCc2ccccc2)Cc2ccc(F)cc2)no1 | -0.5% | 12% | 0% | -0.3% | 4% | -24% | 1.9% | 3% | i | 7.1
Cc1ccc(CNC(=O)COC(=O)Cc2ccc(-c3ccccc3)cc2)cc1 | -0.4% | 3% | -34% | 0.1% | 17% | -4% | -2.1% | 2% | i | 1.0
COC(=O)c1ccc(C(=O)OC)c(NC(=S)N2CCN(c3cc(Cl)ccc3C)CC2)c1 | 2.7% | 5% | 30% | 0.2% | 2% | -26% | -1.0% | -2% | i | 0.8
O=C(/C=C/c1ccc(S(=O)(=O)N2CCOCC2)cc1)NC(=S)Nc1ccc(Cl)cc1Cl | 1.1% | -4% | 4%[20 µM] | -0.1% | 9% | 22% | -4.6% | -4% | i | 0.3
Cc1cccc(-c2onc3ccc(C(=O)/C=C/N(C)C)cc23)c1 | -0.3% | 2% | 15% | -0.2% | -15% | -6% | -1.0% | 2% | i | 0.1
CCC(=O)Nc1c(C(=O)N2CCN(c3ccccn3)CC2)cnn1-c1ccc(C)cc1 | 1.8% | 5% | 8% | 0.4% | -2% | -25% | 0.2% | 4% | i | 0.5
COCCNS(=O)(=O)c1ccc(C)c(C)c1C | 0.9% | -2% | -14% | 0.2% | 5% | 16% | -1.6% | -12% | i | 0.0
COc1cc(C)nc(N2CCC(C(=O)NC3CCCCC3)CC2)n1 | -3.2% | -17% | -33% | 0.2% | 4% | -20% | 1.5% | 5% | i | 2.5
COc1ccc(Cl)cc1N(C(C)C(=O)O)S(C)(=O)=O (stereo unspecified) | -0.3% | -7% | 2% | -0.2% | -6% | -31% | -1.9% | -3% | i | 0.1
Cc1cc(C)nc(N/N=C/C(Cl)=C/c2ccccc2)n1 | -2.3% | 11% | -34% | -0.1% | -23% | -48% | -3.0% | -8% | i | 4.5
CCOC(=O)Cc1csc(NC(=O)CC)n1 | 2.1% | -2% | -16% | -0.2% | 4% | -13% | -7.7% | -4% | i | 1.1
O=C(CS(=O)(=O)Cc1ccccc1)Nc1nc2c(s1)CCCC2 | 2.1% | -1% | 32% | 0.2% | 10% | -23% | -4.1% | -6% | i | 0.6
CCOC(=O)c1c(C)nc2sc3c(=O)n(-c4ccc(OC)cc4)cnc3c2c1-c1ccc(OC)cc1 | -1.6% | -12% | -34% | 0.3% | 1% | 4% | 7.2% | 3% | i | 0.7
O=C(NC1CCCCCCC1)c1c(O)c2ccccc2[nH]c1=O | -1.5% | 2% | -37% | -0.1% | -18% | -23% | -2.1% | 16% | i | 1.2
O=C1NN(c2ccccc2)C(=O)C2C1C1C=CC2C12CC2 (stereo unspecified) | 1.8% | -3% | -3% | 1.1% | 28% | -9% | -4.0% | -4% | i | 0.7

Shown comma-delimited: entries from further up.
SMILES,HIV fusion peptide,GPR55 antagonists,KOR beta-arrestin-1,GPR55 activation,HEK293 NOD2/NF-kB,NOD1 inhibition,KOR beta-arrestin-2,GPR35 antagonists,Myeloid diff 2,Myeloid diff 2 GFP+ MAC1+ %
COCCNS(=O)(=O)c1ccc(C)c(C)c1C,0.9%,-2%,-14%,0.2%,5%,16%,-1.6%,-12%,i,0.0
Cc1cccc(-c2onc3ccc(C(=O)/C=C/N(C)C)cc23)c1,-0.3%,2%,15%,-0.2%,-15%,-6%,-1.0%,2%,i,0.1
O=C1NN(c2ccccc2)C(=O)C2C1C1C=CC2C12CC2 (stereo unspecified),1.8%,-3%,-3%,1.1%,28%,-9%,-4.0%,-4%,i,0.7
O=C(CS(=O)(=O)Cc1ccccc1)Nc1nc2c(s1)CCCC2,2.1%,-1%,32%,0.2%,10%,-23%,-4.1%,-6%,i,0.6
CCOC(=O)Cc1csc(NC(=O)CC)n1,2.1%,-2%,-16%,-0.2%,4%,-13%,-7.7%,-4%,i,1.1

Next entries
SMILES | HIV fusion peptide | GPR55 antagonists | KOR beta-arrestin-1 | GPR55 activation | HEK293 NOD2/NF-kB | NOD1 inhibition | KOR beta-arrestin-2 | GPR35 antagonists | Myeloid diff 2 | Myeloid diff 2 GFP+ MAC1+ %
O=c1c2ccccc2nc(SCc2cccc(F)c2)n1C1CCCC1 | 0.0% | -2% | 23% | -0.3% | 11% | 8% | -0.4% | -12% | i | 0.5
COc1c2occc2c(OC)c2c(=O)cc(C)oc12 | 1.5% | 1% | -19% | 0.5% | 13% | -6% | 1.8% | -3% | i | 1.7
COc1cccc(-c2cc(C(F)(F)F)nc(-n3cccn3)n2)c1 | 0.7% | 5% | 6% | 0.4% | 10% | -20% | -1.0% | 5% | i | 0.7
Cc1cc(NC(=O)/C=C/C(=O)N(CC(=O)NC2CCCC2)c2cccc3ccccc23)no1 | -3.1% | 3% | -3% | -0.3% | -1% | 3% | -3.2% | 8% | i | 0.4
O=C(O)/C=C/c1cn(Cc2ccccc2)nc1-c1ccccc1 | -2.1% | 28% | -8% | -0.1% | 7% | -3% | 1.0% | -3% | i | 0.5
Cc1ccc(C)c(N2C(=O)C3C4C=CC(CC4)C3C2=O)c1 (stereo unspecified) | 0.8% | 3% | -52%[20 µM] | 0.6% | 20% | -27% | -1.6% | 8% | i | 0.2
CC(=NCCc1c(C)[nH]c2ccc(OC(F)(F)F)cc12)C1=C(O)CC(c2ccccc2)CC1=O (stereo unspecified) | 0.5% | -5% | -27% | -0.4% | 16% | -20% | -0.1% | -2% | . | .
Cc1cc(C)c(C)c(C(=O)COC(=O)CNC(=O)CNC(=O)c2ccco2)c1C | -1.3% | 9% | -40% | -0.2% | -11% | -20% | 5.3% | 9% | i | 1.5
Cc1cc(C)cc(NC2=CC(=O)CC(c3ccco3)C2)c1 (stereo unspecified) | 8.5% | -6% | 9% | 0.0% | 5% | -28% | . | -4% | i | 2.0
Cc1ccc2c(cnn2C(=O)CCCC(=O)NCc2cccc(F)c2)c1 | -0.5% | -10% | 28%[20 µM] | -0.1% | 6% | -20% | -6.1% | 1% | i | 2.4
CCOC(=O)C(=CNc1cc(C)nn1-c1ccccc1)C(=O)OCC | 7.9% | 4% | -20% | -0.2% | 0% | -1% | -1.3% | 0% | i | 0.6

Compound activity from PubChem BioAssay.
